# Screening data: PubChem, several laboratories
# SMARCA2 act: increases SMARCA2 function in MMTV reporter cells. MG213 cells, MMTV-luciferase reporter, dexamethasone, overnight. AID 652017. activation, % at 9.1 µM. 1% of 370,000 active; in the data active means activation above about 7.8%;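 further: 0% = vehicle wells and 100% = reference activator wells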
# ssDAF-12 act: activators of S. stercoralis DAF-12 nuclear receptor. HEK293 ssDAF-12/GRIP1 lit1-tk-luc reporter, luminescence; % of 3 µM dafachronic acid response. activation, % at 6.8 µM. 1% of 370,000 active. AID 652126;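 active means activation above the mean over all tested compounds plus 3 SD, cut at about 0.9% in these data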;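 further: 0% = DMSO-only wells and 100% = 3 µM delta7-dafachronic acid wells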
# hgDAF-12 ag: activates the H. glycines DAF-12 receptor ligand-binding domain; HEK293 GAL4-hgDAF12 UAS-luciferase reporter, agonist luminescence; normalized to butyrate control; activation, % at 6.8 µM; 1.8% of 370,000 active;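 active means activation above a cutoff set at the mean of all screened compounds plus 3 SD, cut at about 10% in these data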;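 further: 0% = DMSO wells and 100% = sodium butyrate wells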
# KLK7 zymogen act: activates the human kallikrein-7 zymogen; P49862; purified proKLK7, EDANS-DABCYL substrate fluorescence; 100% is mature enzyme control, 0% vehicle; activation, % at 7 µM; 0.9% of 370,000 active; AID 652039;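 active means activation above the mean of all tested compounds plus 3 SD, computed per campaign excluding outliers beyond control limits, cut at about 13% in these data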
# Target sequence (P49862 whole entry, looked up): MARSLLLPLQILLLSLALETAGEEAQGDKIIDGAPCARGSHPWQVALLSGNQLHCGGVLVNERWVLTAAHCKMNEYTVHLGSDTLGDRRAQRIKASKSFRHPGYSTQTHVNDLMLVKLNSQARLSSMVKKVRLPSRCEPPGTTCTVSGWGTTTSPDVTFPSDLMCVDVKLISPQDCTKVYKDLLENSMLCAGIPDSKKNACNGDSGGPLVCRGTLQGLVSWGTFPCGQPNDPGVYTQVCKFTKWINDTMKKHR
# GC-A act: GC-A (human) enzyme activation | P16066 | activation, % at 10 µM | AID 1671463 | HEK293 GC-A cells, cGMP TR-FRET, EC30 ANP; 0% at EC30 ANP, 100% saturating ANP | 0.14% of 370,000 active; in the data active means activation above about 40%
# sPLA2-III inh: Inhibits HGIII-sPLA2 liposome hydrolysis, primary screen; Q9NZ20; QFRET BODIPY PC-A2 liposome hydrolysis, fluorescence; inhibition, % at 12.2 µM; 0.56% of 370,000 active;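 active means inhibition above mean plus 3 SD of compounds lying within the high and low control bounds, cut at about 19% in these data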;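 further: 0% = median of test compound wells and 100% = no enzyme DMSO wells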
# Target sequence (Q9NZ20 whole entry, looked up): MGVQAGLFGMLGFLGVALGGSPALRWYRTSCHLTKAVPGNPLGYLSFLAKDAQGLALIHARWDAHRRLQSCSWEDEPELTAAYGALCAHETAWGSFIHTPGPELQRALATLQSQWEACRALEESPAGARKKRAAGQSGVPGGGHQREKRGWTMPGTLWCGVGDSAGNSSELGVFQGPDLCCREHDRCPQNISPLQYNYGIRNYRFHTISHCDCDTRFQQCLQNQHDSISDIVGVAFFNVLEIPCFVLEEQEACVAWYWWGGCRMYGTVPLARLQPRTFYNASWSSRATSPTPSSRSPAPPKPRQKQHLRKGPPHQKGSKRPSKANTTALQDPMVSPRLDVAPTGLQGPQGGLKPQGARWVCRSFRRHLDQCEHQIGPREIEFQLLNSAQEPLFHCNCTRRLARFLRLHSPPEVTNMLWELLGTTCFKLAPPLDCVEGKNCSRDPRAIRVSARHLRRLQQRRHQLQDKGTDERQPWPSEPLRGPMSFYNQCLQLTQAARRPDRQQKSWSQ
# GC-B act: GC-B (human) receptor activation; P20594; HEK293-GC-B cells, CNP EC30, cGMP TR-FRET; 0% at EC30 CNP, 100% saturating CNP; activation, % at 10 µM; 0.11% of 370,000 active; AID 1920062;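 active means activation at 10 µM reaching about 35% in either raw or pattern-adjusted values, limit read from the data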
# FXN GAA850 act: activators of GAA850 frataxin (FXN) promoter; AID 540364; activation, % at 6 µM; HEK293 lucGAA850 FXN promoter luciferase reporter, 24 h; percent of 10 µM SAHA response; 0.56% of 360,000 active;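 active means activation above the average of all compounds screened plus 3 SD, cutoff fixed separately per campaign, cut at about 7.5% in these data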;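 further: 0% = DMSO wells and 100% = 10 µM SAHA wells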
# DAX1 inh-1: inhibits human nuclear receptor DAX1; 0.99% of 340,000 active; inhibition, % at 6.75 µM; P51843; HEK293 Gal4-DAX1 luciferase reporter, luminescence; AID 504766;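 active means inhibition above the mean over all tested compounds plus 3 SD, cut at about 4.2% in these data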;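 further: 0% = DAX1-transfected cells with DMSO and 100% = empty-vector control cells with DMSO; inhibition shows as a rise in luminescence from relieved DAX1 repression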
# Target sequence (P51843 207-470 limits assumed): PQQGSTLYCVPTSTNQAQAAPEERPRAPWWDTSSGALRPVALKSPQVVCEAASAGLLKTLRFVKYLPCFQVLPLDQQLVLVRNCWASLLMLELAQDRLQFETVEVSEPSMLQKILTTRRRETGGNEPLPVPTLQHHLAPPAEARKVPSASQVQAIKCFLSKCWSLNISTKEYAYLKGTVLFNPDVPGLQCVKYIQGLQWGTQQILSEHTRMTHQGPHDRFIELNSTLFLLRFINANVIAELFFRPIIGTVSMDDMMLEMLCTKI
# DAX1 inh-2: blocks DAX1 repression of SF-1 activated StAR promoter. inhibition, % at 6.8 µM. 1.1% of 370,000 active. AID 652010. HEK293T StAR-luciferase reporter, SF-1/DAX-1 repression relief;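 active means inhibition above the mean over all tested compounds plus 3 SD, cut at about 3.6% in these data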;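 further: 0% = DAX-1 cells with DMSO and 100% = cells lacking DAX-1 with DMSO; higher inhibition means more luminescence from relief of DAX-1 repression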
# hcDAF-12 act: H. contortus DAF-12 activation, primary screen; 1.4% of 370,000 active; AID 652067; activation, % at 6.8 µM; HEK293 hcDAF-12 lit1-tk-luc reporter, luminescence; 0% DMSO, 100% Δ7-dafachronic acid;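 active means activation above the mean of all tested compounds plus 3 SD, cut at about 5.5% in these data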;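 further: 100% = response to 3 µM Δ7-dafachronic acid high control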
# Active calls of the source: *; . = no result given.
item	canonical_smiles	DAX1 inh-1	DAX1 inh-2	KLK7 zymogen act	GC-B act	ssDAF-12 act	GC-A act	FXN GAA850 act	hcDAF-12 act	sPLA2-III inh	hgDAF-12 ag	SMARCA2 act
1	OCCC1CN(Cc2cccc(C(F)(F)F)c2)CCN1Cc1ccccc1 (stereo unspecified)	-0.4	-0.5	-0.3	1	-0.4	-2	0.8	-0.6	-1	-0.9	-1
2	CCOc1ccccc1N1CCN(C(=O)NCc2ccc(F)cc2)CC1	2.0	-0.1	-0.2	0	-0.9	-5	-1.4	-2.2	1	2.7	-2
3	CC(C)N1CC(C(=O)Nc2ccc(F)c(Cl)c2)CC1=O (stereo unspecified)	-0.5	0.1	-0.3	3	-0.8	0	3.0	-1.0	5	1.5	-3
4	OCCNc1nc(Nc2ccc(O)cc2)nc2ccccc12	5.8*	0.7	2.2	-6	-1.1	4	4.2	-0.1	0	0.9	-3
5	O=C(CCCC(=O)N(CC(=O)NC1CCCC1)C1CCCC1)Nc1ccccn1	0.0	-0.4	-0.2	-5	-1.3	3	-1.9	-1.3	1	-0.2	-2
6	Brc1ccc(-c2csc(N3CCC(c4nn[nH]n4)CC3)n2)cc1	.	.	.	-10	-1.2	8	.	-0.5	-29	0.9	.
7	C/C(=C\CNc1ncnc2nc[nH]c12)CO	0.6	-0.2	0.1	-11	-1.8	0	0.1	1.4	-1	1.5	0
8	CCOC(=O)c1c(C)n(C)c2ccc(OC(=O)c3ccco3)cc12	0.7	0.4	-1.1	1	-1.6	-2	-2.8	2.6	9	-1.8	-1
9	COc1cccc(/C=C/C(=O)Nc2cc(S(=O)(=O)N3CCOCC3)ccc2OC)c1	-1.5	0.1	-0.1	-6	-0.6	4	-0.5	-1.3	2	0.7	-3
10	CC1CN(S(=O)(=O)c2ccc(C(=O)Nc3nc(-c4cc5ccccc5o4)cs3)cc2)CC(C)O1 (stereo unspecified)	-0.7	-0.3	-3.1	-1	-1.2	2	1.1	-2.0	-1	-1.6	-4
11	CCCn1c(N2CCN(C(=O)NCc3ccccc3)CC2)nc2ccccc21	-1.1	-0.2	0.2	0	-1.7	0	1.2	1.3	-7	3.7	0
12	CCCCCCN1C[C@@H](n2cc(C3CC3)nn2)[C@H](O)C[C@@H]1c1ccc(Cl)cc1	2.1	-1.1	-0.2	-13	-0.4	-11	-1.5	-0.4	-5	-3.8	-2
13	CN(CC(=O)Nc1ccc(F)c(F)c1F)C(=O)CCN1C(=O)C2CC=CCC2C1=O (stereo unspecified)	0.7	0.1	0.1	2	-0.7	6	2.5	-0.4	8	-3.9	-1
14	CCc1ccc(NC(=O)NCCN2CCc3ccccc3C2)cc1	0.3	0.6	0.2	-7	0.6	0	2.1	1.7	-11	1.6	2
15	CCc1cccc(NC(=S)N(CCOC)C(C)c2ccco2)c1 (stereo unspecified)	0.2	0.1	-0.9	-9	-1.4	-3	2.3	-0.1	-1	-2.4	0
16	COc1ccc(C(=O)CN2C(=O)COc3ccccc32)cc1	2.3	-0.3	-0.1	0	-1.0	1	-1.1	-0.6	-1	0.7	-2
17	O=C(N/N=C/c1cccnc1)c1cccc(F)c1	4.9*	1.0	0.0	2	-1.2	-3	2.3	1.7	4	2.0	4
18	Cc1c2cnn(CC(=O)NC3CCCC3)c(=O)c2c(C)n1Cc1ccccc1	1.4	1.0	0.1	6	-1.3	4	2.2	4.7	3	4.0	1
19	Cc1ccc[n+](/C(C(=S)NCc2ccco2)=C(/[O-])c2ccccc2Cl)c1	0.3	0.2	-0.4	1	-1.4	-4	2.8	0.1	5	-0.3	0
20	CCOC(=O)N1CCN(S(=O)(=O)c2ccc(C(=O)N(CCN(C)C)c3nc4ccc(Cl)cc4s3)cc2)CC1	0.5	3.5	0.2	10	-0.6	-1	5.9	3.0	-5	1.3	3
21	Cc1ccc(C)c(NC(=O)C(=O)NCCc2c[nH]c3ccccc23)c1	2.0	0.2	0.6	-7	-1.8	2	-0.6	-0.5	-69	1.3	-1
22	COc1cc(-c2cc(OC)c3c(C)oc(C)c3c(=O)c2)ccc1O	-1.2	-0.7	0.9	-1	-1.4	-8	1.8	-0.8	-21	-2.7	0
23	COc1ccc(NCc2nnc(SCC(=O)Nc3cc(C)cc(C)c3)o2)cc1	0.9	0.3	-0.4	-7	-0.9	-6	2.9	-0.5	-4	1.2	-3
24	O=Cc1c(N2CCOCC2)nc2ccccn2c1=O	0.6	-0.3	0.4	-3	-1.2	6	2.4	-1.1	0	-0.4	1
25	O=C(Nc1ccc(S(=O)(=O)N2CCOCC2)cc1)c1ccc(Cl)c([N+](=O)[O-])c1	1.2	-1.0	0.2	1	-1.6	7	0.9	-1.2	7	0.6	-1
26	N#C/C(=N\Nc1cccc2ccccc12)c1nnc2n1CCCCC2	0.8	0.1	0.3	11	0.4	1	2.8	2.1	-2	-0.3	1
27	COCCNC(=O)c1ccc(NS(C)(=O)=O)cc1	0.5	0.4	-0.1	0	-0.9	1	0.3	-1.1	6	-1.0	1
28	CC(CN1CCCCC1)OC(=O)c1ccc(Cl)cc1 (stereo unspecified)	2.5	-0.7	0.0	-5	-1.1	-3	0.8	-1.0	3	1.8	0
29	CCc1nc(C)cn1S(=O)(=O)c1ccc([N+](=O)[O-])cc1	0.5	-0.1	-1.2	4	-0.7	2	-1.2	1.5	1	-0.1	-1
30	CCc1ccc(C2C3=C(CC(C)(C)CC3=O)OC3=C2C(=O)CC(C)(C)C3)cc1	0.0	-0.4	-0.4	4	-1.3	-5	0.6	0.8	11	1.3	-5
31	CSc1nc(-c2ccc(Cl)cc2)nn1S(=O)(=O)c1ccccc1	3.9	2.2	-0.1	-3	-0.8	3	4.1	0.2	7	6.0	3
32	CCn1c(=S)[nH]c2ccccc21	1.3	-0.3	0.5	4	-1.4	3	2.1	0.5	3	-1.6	1
33	Cc1ccc(N2C(=O)c3ccc(C(=O)N4CCN(c5ccccc5F)CC4)cc3C2=O)cc1	0.0	0.0	0.4	6	-0.9	7	1.8	0.3	-3	3.9	2
34	CC(=O)Nc1cccc(C(=O)OCC(=O)N2CCN(C(=O)COC(=O)c3cccc(NC(C)=O)c3)CC2)c1	0.6	-1.8	-0.2	0	-1.3	2	1.2	-0.1	-1	0.6	0
35	C[C@@H]1CN([C@H](C)CO)C(=O)CCCn2nncc2CO[C@@H]1CN(C)C(=O)c1ccncc1	2.4	-1.9	-0.5	-6	-1.0	0	0.2	0.1	11	-1.1	0
36	O=C(CCCN1C(=O)/C(=C/c2ccc(F)cc2)SC1=S)Nc1ccc(C(=O)O)cc1	3.5	1.1	0.0	-3	-0.3	3	2.9	0.7	0	1.5	-3
37	C=C(Br)Cn1c(CC)nc2ccccc21	0.5	-0.3	0.5	12	-0.8	1	1.4	0.5	1	-0.2	-3
38	O=C(NCc1ccco1)c1cc2nc(-c3ccc4c(c3)OCO4)cc(C(F)(F)F)n2n1	0.0	-1.8	-23	22	-1.8	22	6.1	0.1	-2	-1.7	-5
39	CSCC[C@H](NC(=O)C1CCN(S(=O)(=O)c2ccccc2)CC1)C(=O)NC1CC1	-0.3	0.0	0.4	5	-0.6	0	0.0	0.3	0	-0.2	-4
40	CCc1c(C)sc(NC(=S)Nc2nc(C)cc(C)n2)c1C(=O)OC	-0.4	0.2	0.1	19	-1.1	7	2.0	0.2	-2	-1.2	0

# Four compounds drawn at random from the list so far, as already listed:
item	canonical_smiles	DAX1 inh-1	DAX1 inh-2	KLK7 zymogen act	GC-B act	ssDAF-12 act	GC-A act	FXN GAA850 act	hcDAF-12 act	sPLA2-III inh	hgDAF-12 ag	SMARCA2 act
40	CCc1c(C)sc(NC(=S)Nc2nc(C)cc(C)n2)c1C(=O)OC	-0.4	0.2	0.1	19	-1.1	7	2.0	0.2	-2	-1.2	0
27	COCCNC(=O)c1ccc(NS(C)(=O)=O)cc1	0.5	0.4	-0.1	0	-0.9	1	0.3	-1.1	6	-1.0	1
25	O=C(Nc1ccc(S(=O)(=O)N2CCOCC2)cc1)c1ccc(Cl)c([N+](=O)[O-])c1	1.2	-1.0	0.2	1	-1.6	7	0.9	-1.2	7	0.6	-1
37	C=C(Br)Cn1c(CC)nc2ccccc21	0.5	-0.3	0.5	12	-0.8	1	1.4	0.5	1	-0.2	-3

# Continued.
item	canonical_smiles	DAX1 inh-1	DAX1 inh-2	KLK7 zymogen act	GC-B act	ssDAF-12 act	GC-A act	FXN GAA850 act	hcDAF-12 act	sPLA2-III inh	hgDAF-12 ag	SMARCA2 act
41	CSc1cccc(NC(=O)c2ccco2)c1	-0.3	0.3	-0.7	6	-0.1	-1	3.1	-0.1	14	4.9	3
42	O=C(CCC1CCCCC1)N1CCN(Cc2ccc3c(c2)OCO3)CC1	0.1	0.3	-0.1	0	0.4	1	0.8	-1.3	-5	-0.6	-3
43	Clc1ccc2[nH]cc(-c3nnnn3-c3ccc4ccccc4c3)c2c1	-0.8	-1.0	-0.5	-11	-1.3	-6	1.4	-1.9	-12	-3.1	-6
44	O=C(c1cccc(S(=O)(=O)Nc2cccc(C(F)(F)F)c2)c1)N1CCCCC1	0.4	0.4	-0.7	1	-1.4	3	1.1	2.5	2	-1.1	-1
45	Cc1ccc(NC(=O)/C(=C\c2cccs2)NC(=O)c2ccccc2)cc1	-0.8	-0.6	1.1	2	-1.3	-1	-0.6	-3.5	14	-1.4	-3
46	O=C(COC(=O)c1ccc(OC(F)F)cc1)NCC1CCCO1 (stereo unspecified)	1.0	-2.1	-0.2	-3	-0.8	4	0.2	-1.3	2	4.5	3
47	CCc1noc(C)c1C(=O)N1CCN(S(=O)(=O)c2ccc(C(C)=O)cc2)CC1	0.2	0.6	0.1	9	-1.2	2	1.7	1.6	0	0.2	-2
48	Cc1ccc(Nc2cc(C)nc3ccc(C)cc23)cc1	-1.3	-0.2	-0.1	-4	-0.7	-1	-2.7	-2.9	-1	-2.2	-2
49	CCCN(CC(=O)Nc1ccccc1C)C(=O)c1ccc(C)c(S(=O)(=O)N2CCCCC2)c1	-0.7	-0.2	-0.1	1	-1.4	-3	-0.1	-1.9	1	-3.0	-2
50	O=CNc1cc(-c2ccc(C(=O)N3CCOCC3)cc2)cn2c(-c3ccc(F)cc3)cnc12	.	-2.2	-7.3	1	-1.5	2	-1.0	-2.9	6	-3.0	-2
51	CC(C)n1c(N2CCN(CC(=O)Nc3ccc4c(c3)OCCO4)CC2)nc2ccccc21	-1.6	-0.7	0.5	0	-1.4	-2	-0.8	-2.5	-11	-3.8	-2
52	Cc1cc(=O)oc2c3c(cc(OCC(=O)NCCCn4ccnc4)c12)OC(C)(C)CC3	2.8	-0.6	29*	-14	-1.2	-3	-2.6	-1.5	-9	0.5	1
53	O=C1/C(=C/c2cccc(F)c2)CSc2sccc21	0.1	-0.7	0.1	3	-1.6	5	2.8	-2.0	-13	-2.7	0
54	CC(=O)c1c(C)[nH]c(-c2ccccc2)nc1=S	-0.6	0.6	0.2	4	0.0	3	3.2	4.7	-16	2.9	11*
55	CN1N=C(C(=O)NC2CCCc3c2cnn3-c2ccc(F)cc2F)CCC1=O (stereo unspecified)	-0.8	-5.9	-0.4	-1	-1.6	0	-0.1	-2.2	-8	-1.3	-2
